Compound activity from PubChem.
Nrf2 activator – qHTS of Nrf2 Activators; Potency, µM (doses to about 46.1 µM), for inactives: top-dose activation, usual class: activators; 0.31% of 410,000 active; AREc32 ARE-luciferase reporter (MCF7-derived line), luminescence, 24 h; AID 624171, 2012; also: potency is read from the fitted curve at half-maximal effect; % of control where 0% means no effect; nearly all actives have a fitted effect of over 65% in size
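Steps: seed AREc32_Fluc cells (1000/well, 5% FBS OPTI-MEM); incubate overnight at 37 deg C; add 23 nL compound; incubate 24 hr; add Steady-Glo; hold 30 min RT; read luminescence.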
MmCpn inh – Inhibitors of TCP-1 ring complex (TRiC) of Methanococcus maripaludis (MmCpn): qHTS; purified Mm-Cpn ATPase, ADP Transcreener TR-FRET; Potency, µM (top dose mostly 76.9 µM), without a hit: at the top dose activity, negative = inhibition, hits mostly inhibitors; 0.031% of 330,000 active; AID 504842, 2011; also: potency is read from the fitted curve at half-maximal effect; % is scaled to controls: 0 for no effect and ±100 for the full control effect; nearly all actives have a fitted effect of over 80% in size
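TR-FRET (320 nm excitation; 590 and 665 nm emission) reports ADP made from 10 uM ATP by 25 nM enzyme; compounds were preincubated 10 min, reaction run 30 min, both at 37°C.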
A549 tox – Nrf2 qHTS screen for inhibitors: counterscreen for cytotoxicity; 0.16% of 390,000 active; A549 ARE-Fluc cells, CellTiter-Fluor viability, 18-24 h; Potency, µM (series often up to 46 µM), for inactives: top-dose activity change, negative = cytotoxicity, actives largely listed as inhibitors; also: potency is read from the fitted curve at half-maximal effect; % is scaled to controls: 0 for no effect and ±100 for the full control effect
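A549 ARE_Fluc cells in 5% FBS OPTI-MEM were exposed to compounds in concentration-response for 18-24 h at 37 deg C. Viability was read by CellTiter-Fluor fluorescence (Ex 405/Em 525) after 30 min, before the luciferase read.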
Nrf2 inh – Nrf2 qHTS screen for inhibitors; A549 ARE-Fluc reporter, luciferase luminescence, 18-24 h; Potency, µM (series often up to 46 µM), for inactives: at the top dose activity change, negative = inhibition, actives largely listed as inhibitors; 2.1% of 360,000 active; AID 504444, 2011; also: potency is read from the fitted curve at half-maximal effect; % is scaled to controls: 0 for no effect and ±100 for the full control effect; nearly all actives have a fitted effect of over 60% in size
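Cells were seeded and rested 2 h, then exposed to compounds for 18-24 h. CellTiter-Fluor was read first as a viability measure. BugLite was added 15 min before the final luminescent read of ARE-luciferase activity in A549 cells.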
CCT chaperon mod – High-Throughput Screening for Modulators of Cytosolic Chaperonin Activity; purified chaperonin ATPase assay, HTRF ADP detection, 30 min; activity change, % (concentration not given with the values), hits read low; 0.3% of 360,000 active; in the data active = activity change below about -30%; also: % is scaled to controls: 0 for no effect and ±100 for the full control effect
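We incubate TRiC, 40 or 20 nM final, with library compounds at 76 uM and 10 uM ATP for 30 min at 37 °C. ADP formed is detected with Transcreener HTRF reagents after 30 min at room temperature.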
EPAC2 antagonist – qHTS for Antagonist of cAMP-regulated guanine nucleotide exchange factor 2 (EPAC2): primary screen. Rap guanine nucleotide exchange factor 4 (Homo sapiens), Q8WZA2. EPAC2 GEF exchange of Rap1B-BODIPY-GDP, fluorescence. Potency, µM (titrated, usually from 114 µM), inactives show top-dose activity, negative = inhibition, most hits filed as inhibitors. 0.18% of 360,000 active. AID 720708, 2013; also: potency is read from the fitted curve at half-maximal effect; % is scaled to controls: 0 for no effect and ±100 for the full control effect; nearly all actives have a fitted effect of over 45% in size; many of its hits are not listed in these tables
Target sequence (Q8WZA2 whole entry, looked up): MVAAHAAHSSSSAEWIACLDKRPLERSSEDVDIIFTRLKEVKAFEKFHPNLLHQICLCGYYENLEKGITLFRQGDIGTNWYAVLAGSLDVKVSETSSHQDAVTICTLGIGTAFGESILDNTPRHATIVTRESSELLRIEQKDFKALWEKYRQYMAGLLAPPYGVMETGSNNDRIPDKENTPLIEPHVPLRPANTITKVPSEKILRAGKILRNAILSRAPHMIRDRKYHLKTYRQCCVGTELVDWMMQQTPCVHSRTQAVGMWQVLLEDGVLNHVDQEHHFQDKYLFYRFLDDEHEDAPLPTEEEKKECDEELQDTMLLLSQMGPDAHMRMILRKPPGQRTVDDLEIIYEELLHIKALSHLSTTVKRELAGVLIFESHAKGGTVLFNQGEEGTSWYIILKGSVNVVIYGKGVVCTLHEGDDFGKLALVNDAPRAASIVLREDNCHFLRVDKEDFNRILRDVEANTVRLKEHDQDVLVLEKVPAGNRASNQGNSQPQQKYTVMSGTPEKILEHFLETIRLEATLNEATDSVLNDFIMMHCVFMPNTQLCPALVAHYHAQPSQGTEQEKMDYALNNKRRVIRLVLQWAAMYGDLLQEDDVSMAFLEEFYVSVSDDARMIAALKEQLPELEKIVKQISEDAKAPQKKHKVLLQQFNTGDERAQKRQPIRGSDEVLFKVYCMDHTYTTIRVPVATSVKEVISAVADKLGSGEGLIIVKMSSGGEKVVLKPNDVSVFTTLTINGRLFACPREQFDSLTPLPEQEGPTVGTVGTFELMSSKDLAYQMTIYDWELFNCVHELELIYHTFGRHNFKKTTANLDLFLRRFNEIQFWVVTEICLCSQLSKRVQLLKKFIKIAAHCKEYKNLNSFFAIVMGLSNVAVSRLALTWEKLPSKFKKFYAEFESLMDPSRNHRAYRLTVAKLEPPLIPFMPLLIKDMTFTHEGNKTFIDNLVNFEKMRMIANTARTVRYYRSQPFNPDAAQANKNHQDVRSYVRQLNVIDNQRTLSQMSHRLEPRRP
EPAC2 ag – qHTS for Agonist of cAMP-regulated guanine nucleotide exchange factor 4 (EPAC2): primary screen; AID 720711, 2013; Potency, µM (series often up to 154 µM), inactives show at the top dose activation, hits mostly activators; 0.079% of 360,000 active; EPAC2 activation, biochemical qHTS; response scale: 100% = 6.5 mM cAMP response; also: potency is read from the fitted curve at half-maximal effect; nearly all actives have a fitted effect of over 50% in size
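Compounds were titrated in qHTS against a Rap1B-BODIPY-GDP (250 nM) complex with EPAC2 (100 nM) and GDP (50 uM). BODIPY-GDP release tracked at 480/540 nm over 30 min at room temperature, normalized to 6.5 mM cAMP.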
Akt phos inh – HTS Assay for Inhibitors of Akt Phophorylation: Primary Screen | Neuro2A IGF-stimulated pAkt S473 HTRF, 20 min; active compounds read low | activity change, % for hits at 50 µM | 0.32% of 360,000 active | AID 651550, 2012; in the data active = activity change below about -80%; inconclusive = mostly about -51% to -80%; also: % is scaled to controls: 0 for no effect and ±100 for the full control effect
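Neuro2A cells in DMEM with 0.5% FBS, overnight at 37 deg C, given compound at single 50 µM final, then IGF (6 nM final) for 20 min at 37 deg C. Lysed; phospho-Akt Ser473 by HTRF after 24 h, 665/615 ratio.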
TGFb inhibitor – qHTS for Inhibitors of TGF-b; 1.2% of 410,000 active; Potency, µM (series often up to 46.1 µM), for inactives: at the highest dose activity, negative = inhibition, actives largely listed as inhibitors; HepG2 CAGA-GFP TGF-b/SMAD3 reporter, GFP fluorescence, 18 h; TGF-beta stimulated, 500 pg/mL final; also: potency is read from the fitted curve at half-maximal effect; % is scaled to controls: 0 for no effect and ±100 for the full control effect; nearly all actives have a fitted effect of over 65% in size
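Inhibition of TGF-beta-driven CAGA-GFP reporter expression in HEPG2 cells is measured by cellular GFP fluorescence after 18 h stimulation with 500 pg/mL recombinant TGF-beta in 1% FBS medium at 37 degrees C.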
Starred values were filed as active, the others as inactive; i = inactive; ? = inconclusive; / = no result given; [ ] = another dose, or the depositor's remark. Unless noted, calls follow the shape of the dose curve; as a rule, active = well fitted curve in the direction sought with a large enough effect; inconclusive = small, poorly fitted or top-dose-only effect, or another doubt; inactive = no such curve, though single readings can be large; an effect the other way counts as inactive or inconclusive. Not all compounds are listed. The share of hits here may be higher or lower than overall.

entry	structure	Nrf2 activator	MmCpn inh	A549 tox	Nrf2 inh	CCT chaperon mod	EPAC2 antagonist	EPAC2 ag	Akt phos inh	TGFb inhibitor
1	O=C(NC(=S)Nc1cccc2c(O)cccc12)c1ccccc1[N+](=O)[O-]	3.1%	0.1%	4.6%	8.0%	-1.1	6.6%	7.4%	i	-8.2%
2	O=C(O)CSc1nnnn1C1CCCCC1	-0.2%	0.8%	1.7%	2.2%	-0.7	11.7%	1.0%	i	?
3	COc1cc(NC(=O)c2[nH]c(C)c(C(C)=O)c2C)cc(OC)c1OC	11.1%	-2.6%	-22.8%	?	-1.0	5.7%	3.7%	i	0.0%
4	COc1ccc(C(C)(O)c2nc(-c3cnc4ccccc4c3)cs2)cc1 (centres undefined)	6.2%	/	/	/	-1.1	10.4%	18.1%	i	-15.1%
5	COC(=O)c1ccccc1NC(=O)CSc1nc2sc3c(c2c(=O)[nH]1)CCCC3	0.9%	/	-2.0%	4.6%	/	/	/	/	-12.9%
6	Cc1noc(C)c1CSc1nc2sc(C)c(C)c2c(=O)n1C1CCCC1	0.1%	1.8%	-8.5%	-7.6%	-3.1	-16.6%	14.2%	/	3.3%
7	c1ccc(COC2CCCN(Cc3nc(-c4cnccn4)no3)C2)cc1 (centres undefined)	-0.2%	0.5%	2.0%	-20.6%	-4.8	0.7%	-9.7%	i	5.0%
8	O=C(O)C1CC(=O)N(c2ccc(F)c(F)c2)C1 (centres undefined)	0.1%	1.7%	8.1%	/	-3.4	-17.1%	10.3%	i	15.4%
9	Cc1nnc(NCc2ccc(F)cc2)c2c1nnn2Cc1ccccc1Cl	2.1%	/	6.2%	12.0%	/	/	/	/	19.3%
10	COc1ccc(-c2csc3nc(C(C)C)oc(=O)c23)cc1OC	-1.1%	-1.4%	-0.8%	4.6%	0.1	7.2%	3.0%	i	7.7%
11	CCCNC(=O)c1ccc(-n2c(-c3ccccc3)cc3c2CCC(C)C3)cc1 (centres undefined)	11.2µM*	/	-15.4%	?	/	/	/	/	?
12	CCOC(=O)C1CCCN(C(=O)COc2ccc(S(=O)(=O)N3CCOCC3)cc2)C1 (centres undefined)	-0.6%	-3.2%	-6.4%	1.0%	-6.1	0.2%	-12.3%	i	-8.3%
13	CC(=O)N1c2ccc(S(=O)(=O)NCCC(=O)Nc3ccc(Cl)cc3)cc2CC1C (centres undefined)	2.2%	/	/	/	0.9	0.2%	-7.1%	i	-27.5%
14	COc1cc(C2C(C(=O)c3ccco3)=C(O)C(=O)N2Cc2ccccc2)ccc1O (centres undefined)	-0.7%	-0.5%	-6.8%	5.3%	-1.0	9.1%	8.7%	i	-3.6%
15	CCOC(=O)c1ccc(NC(=O)C2CCN(S(=O)(=O)c3ccccc3)CC2)cc1	-0.2%	/	2.5%	19.9%	0.4	2.9%	8.6%	i	8.8%

A section taken from the entries so far, for reference:
entry	structure	Nrf2 activator	MmCpn inh	A549 tox	Nrf2 inh	CCT chaperon mod	EPAC2 antagonist	EPAC2 ag	Akt phos inh	TGFb inhibitor
13	CC(=O)N1c2ccc(S(=O)(=O)NCCC(=O)Nc3ccc(Cl)cc3)cc2CC1C (centres undefined)	2.2%	/	/	/	0.9	0.2%	-7.1%	i	-27.5%
14	COc1cc(C2C(C(=O)c3ccco3)=C(O)C(=O)N2Cc2ccccc2)ccc1O (centres undefined)	-0.7%	-0.5%	-6.8%	5.3%	-1.0	9.1%	8.7%	i	-3.6%
15	CCOC(=O)c1ccc(NC(=O)C2CCN(S(=O)(=O)c3ccccc3)CC2)cc1	-0.2%	/	2.5%	19.9%	0.4	2.9%	8.6%	i	8.8%

Returning to the listing; the 2 compounds before the break are reprinted first.
entry	structure	Nrf2 activator	MmCpn inh	A549 tox	Nrf2 inh	CCT chaperon mod	EPAC2 antagonist	EPAC2 ag	Akt phos inh	TGFb inhibitor
14	COc1cc(C2C(C(=O)c3ccco3)=C(O)C(=O)N2Cc2ccccc2)ccc1O (centres undefined)	-0.7%	-0.5%	-6.8%	5.3%	-1.0	9.1%	8.7%	i	-3.6%
15	CCOC(=O)c1ccc(NC(=O)C2CCN(S(=O)(=O)c3ccccc3)CC2)cc1	-0.2%	/	2.5%	19.9%	0.4	2.9%	8.6%	i	8.8%
16	O=C1CC2CS(=O)(=O)CC2N1C1CCCCC1 (centres undefined)	0.1%	-1.0%	-4.9%	7.2%	1.6	5.9%	8.7%	i	15.0%
17	CNC(=O)/C(C#N)=C/c1ccc(-c2ccc(OC)cc2[N+](=O)[O-])o1	0.3%	-0.9%	-1.4%	-0.5%	-0.2	-0.5%	-6.0%	i	0.3%
18	CCOc1ccc2nc(NC(=O)CN3CCN(c4ccccn4)CC3)sc2c1	0.7%	/	-1.3%	?	-3.2	-3.7%	-13.9%	i	0.7%
19	CCOC(=O)c1cnc2c(ccc3ccccc32)c1Nc1ccccc1OCC	0.6%	/	7.9%	12.2%	/	/	/	/	-17.5%
20	CCOC(=O)N1CCC(NC(=O)c2sc3nc4n(c(=O)c3c2C)CCCC4)CC1	-0.1%	0.4%	-6.2%	11.6%	0.1	2.1%	-3.8%	i	-1.5%
21	CCOc1ccccc1OCC(=O)Nc1ccc2[nH]c(=O)[nH]c2c1	14.0%	-3.6%	4.3%	0.7%	-0.8	-11.9%	5.9%	i	13.5%
22	COCCn1c(C)cc(C(=O)CSc2cc(C)c3ccc(OC)cc3n2)c1C	4.5%	-5.4%	9.2%	15.5%	1.5	-3.5%	8.6%	i	?
23	CCCN=C(C)c1c(-c2ccccc2)[nH]n(-c2nc3ccccc3s2)c1=O	0.3%	0.4%	-18.6%	?	0.3	-10.0%	-8.5%	i	-3.7%
24	CCC1CCCCN1C(=S)Nc1ccc(S(=O)(=O)Nc2ncccn2)cc1 (centres undefined)	0.2%	-3.1%	-1.4%	8.6%	-1.9	3.3%	11.7%	i	-2.8%
25	CCOC(=O)c1c(NC(=O)CN2CCCCC2)sc2c1CCC(C=O)=C2Cl	6.7%	0.7%	-8.9%	9.6%	-2.0	12.6%	-1.6%	i	1.3%
26	CC1CCCN(c2ccc(C(=O)NCc3ccco3)cc2[N+](=O)[O-])C1 (centres undefined)	1.9%	1.2%	?	?	-2.5	-11.7%	12.4%	i	7.9%
27	COc1ccccc1NC(=O)C1=C(C)Nc2ncnn2C1c1ccccc1C(=O)O (centres undefined)	7.4%	/	-3.3%	5.5%	/	/	/	/	-21.3%
28	COc1cc(NC(=O)Cc2ccccc2)nc(OC)n1	0.5%	-0.4%	2.3%	3.2%	-0.2	-1.1%	13.3%	i	14.6%
29	Cc1cccc(C(=O)NCC(=O)OCC(=O)NCCNC(=O)COC(=O)CNC(=O)c2cccc(C)c2)c1	0.4%	-1.1%	1.0%	27.0%	-4.3	11.7%	1.0%	i	-29.5%
30	Cc1c(NC(=O)CN(C)CC(=O)Nc2ccc(F)c(F)c2F)c(=O)n(-c2ccccc2)n1C	0.4%	-1.9%	-0.5%	4.7%	-2.5	12.5%	3.1%	i	-10.6%
31	Cc1ccc(S(=O)(=O)c2nc(-c3cccs3)oc2SC(C)c2ccccc2)cc1 (centres undefined)	1.8%	/	11.4%	-3.0%[9.27 µM]	/	/	/	/	19.5%
32	CC1CCCCN1C(=O)c1cc2ccccc2cc1O (centres undefined)	2.1%	-2.8%	11.2%	-7.1%	-0.8	-7.4%	7.4%	i	-18.1%
33	Nc1ccc2c(c1)C(=O)N(CC1CCCO1)C2=O (centres undefined)	0.4%	-0.9%	-3.7%	7.4%	-0.8	5.8%	-0.7%	i	6.1%
34	Cc1ccc2c(c1)CO[C@@]21O[C@H](CCO)C[C@H](O)[C@H]1O	-0.6%	/	/	/	-1.4	5.2%	6.1%	i	14.2%
35	O=S(=O)(Cc1cc(NCc2ccccc2)nc(-c2ccccn2)n1)c1ccccc1	0.6%	-0.4%	0.6%	-9.1%	0.0	-1.6%	10.1%	i	-5.9%
36	Cc1oc2nc(SCC(=O)NCCCO)nc(N)c2c1C	-0.7%	?	-1.1%	2.0%	-1.8	2.1%	1.0%	i	0.0%
37	CN(C)/C=N/NC(=O)c1ccc(Cl)cc1	0.5%	-0.1%	-3.0%	2.2%	-3.0	1.8%	11.3%	i	?
38	Cc1ccc(-c2nnn(CC(=O)N3CCCCC3)n2)o1	2.7%	-1.4%	19.2%	17.2%	-1.9	10.0%	4.2%	i	-17.1%
39	COCCNC(=O)C1CCCN(S(=O)(=O)c2ccc3c(c2)CC(C)N3C(=O)C2CC2)C1 (centres undefined)	0.4%	0.5%	-2.4%	2.0%	1.1	12.8%	1.3%	i	-1.8%
40	CCCOc1ccc(C2=CSC3=NCCN23)cc1Cl	5.5%	1.8%	-1.3%	-22.3%	-16.7	-3.5%	-0.5%	i	-17.7%
41	COc1cccc(-n2ccnc2SCC(=O)NCc2ccccc2)c1	0.1%	?	0.9%	-9.4%	-4.2	-0.1%	14.3%	i	0.0%
42	CC(C)(C)NC(=O)NC(=O)COC(=O)CCC1CCCC1	-0.7%	2.3%	-0.2%	-19.6%	-0.3	-23.2%	-2.6%	i	-9.4%
43	CCCCn1c(-c2ccccc2C)nc2cc3[nH]c(=O)c(C(C)C)nc3cc21	-2.4%	-0.1%	6.3%	-6.3%	0.8	-13.4%	1.0%	i	?
44	O=C(NNc1ncc(C(F)(F)F)cc1Cl)c1ccc(Cl)c(Cl)c1	0.4%	-1.1%	1.3%	3.3%	-17.9	-3.6%	2.4%	i	-14.4%
